Bioassay records: PubChem BioAssay, several laboratories
SV40 large T antigen: SV40 large T antigen inhibitors, biochemical (AID 1903); SV40 large T antigen ATPase/helicase inhibition assay; higher % means a stronger effect; one-dose inhibition, % at 20 µM; IC50 in µM for titrated hits; hit rate 0.39% among 310,000; in the data active means a potency from the dose series; inconclusive means inhibition mostly from about 32% at the one dose, without a potency; inactive means the rest, 99 in 100 with inhibition below about 32%; further: strong numbers were not always called active
NS5 inhibitors: Dengue-2 NS5 methyltransferase inhibitors, primary screen, biochemical, confirmation dose response (AID 588689). Genome polyprotein (Dengue virus type 2 (strain 16681-PDK53)). Dengue-2 NS5 methyltransferase capping enzyme assay, biochemical; higher % means a stronger effect. one-dose inhibition, % at 25 µM; IC50 in µM for titrated hits. hit rate 0.3% among 340,000; in the data active means a potency from the dose series; inconclusive means inhibition above about 29% without an active follow-up result
GPR35 arrestin U2OS: GPR35 antagonists blocking zaprinast-driven arrestin recruitment, primary screen, imaging, U2OS, beta-arrestin-GFP, zaprinast agonist (AID 2058); G-protein coupled receptor 35 (Homo sapiens); U2OS GPR35 beta-arrestin-GFP translocation imaging, zaprinast antagonism; higher % means a stronger effect; inhibition, % at 10 µM; hits with a dose series show IC50 in µM; hit rate 0.052% among 290,000;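 active means inhibition of at least 50% with at least 30 cells and total cytoplasm GFP at most 10,000,000; inconclusive means under 30 cells or total GFP of 10,000,000 plus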
RSV antiviral HEp-2: RSV antiviral activity via CPE protection, HEp-2 cells, primary 10 µM value included (AID 2391) | CPE inhibition, % at 10 µM; hits with a dose series show IC50 in µM | hit rate 0.13% among 310,000 | HEp-2 cells, RSV-induced CPE inhibition; higher % means a stronger effect; in the data active means a potency from the dose series; inconclusive means CPE inhibition mostly from about 23% at the one dose, without a potency; inactive means the rest, 99 in 100 with CPE inhibition below about 21%; further: strong numbers were not always called active
PhoP inhibition: inhibitors of PhoP regulon expression, primary screen, Salmonella Typhimurium, GFP reporter (AID 1863); S. Typhimurium PhoP-regulated promoter GFP reporter, 4 h; higher % means a stronger effect; hit rate 0.16% among 300,000; inhibition, % at 50 µM; hits with a dose series show IC50 in µM;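 active means inhibition over 29.93%, a cutoff 3 SD above the screen mean, later confirmed by dose response; inconclusive means inhibition over 29.93% but no dose response follow-up; inactive means inhibition at most 29.93% or unconfirmed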;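 further: 0% = low Mg2+ inducing control and 100% = high Mg2+ repressing control; strong numbers were not always called active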
K1F lysis inhibition: inhibition of K1F phage lysis, E. coli UTI89, bacterial capsule biogenesis inhibitors, alamar blue (AID 488966) | E. coli UTI89 K1F phage lysis, alamar blue, 2 h; higher % means a stronger effect | inhibition, % at 100 µM; hits with a dose series show IC50 in µM | hit rate 0.02% among 340,000;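 active means phage lysis inhibition, versus mean bacterial control, above a set limit; inconclusive means no clear call, values can overlap the other calls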;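 further: capsule biogenesis inhibitors block K1F phage lysis so surviving cells raise fluorescence; higher fluorescence means more inhibition of phage lysis; actives were called in the ten point dose series up to 300 µM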
GPR55 antagonists: GPR55 antagonists blocking LPI-driven arrestin recruitment, primary screen, imaging, U2OS, beta-arrestin-GFP, LPI agonist (AID 2013). G-protein coupled receptor 55 (Homo sapiens). U2OS GPR55 beta-arrestin-GFP translocation imaging, LPI antagonism; higher % means a stronger effect. one-dose inhibition, % at 10 µM; IC50 in µM for titrated hits. hit rate 0.13% among 290,000;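 active means spots per cell inhibited over 60%, with over 100 cells counted and total cytoplasm intensity under 500,000; inconclusive means wells with under 100 cells, flagged as likely toxic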;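 further: U2OS cells stably carrying GPR55 and arrestin-GFP stimulated by 5 µM LPI near EC80; imaged beta-arrestin-GFP aggregate spots per cell after agonist stimulation; plate controls were LPI-stimulated DMSO wells for no effect and DMSO wells without LPI for full effect; some results filed as inactive read as strong as hits; confirmed hits need IC50 under 10 µM and bright autofluorescent wells are also inconclusive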
HIV fusion peptide: inhibitors of HIV fusion peptide binding, primary screen, biochemical, uHTS, fluorescence dequenching (AID 1986); cell-free peptide binding, fluorescence dequenching, 30 min; higher % means a stronger effect; hit rate 0.3% among 290,000; inhibition, % at 20 µM; hits with a dose series show IC50 in µM; in the data active means inhibition mostly above about 52%, no sharp cut-off; inactive means mostly below about 76%; further: some results filed as inactive read as strong as hits
MgcRacGAP inhibition: MgcRacGAP GTPase-activating activity inhibitors, confirmation, biochemical, ADP Hunter fluorescence; hit rate 0.6% among 340,000; AID 624330, 2012; MgcRacGAP-stimulated Rac1 GTP hydrolysis, ADP Hunter fluorescence; higher % means a stronger effect; GST-tagged Rac1 F28L mutant substrate; inhibition, % at 30 µM; hits with a dose series show IC50 in µM;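 active means first-screen hits whose inhibition reached a set limit at any dose in the follow-up dose series; inconclusive means inhibition above the set first-screen limit but never retested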;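 further: fluorescence reports GDP produced by GAP-driven GTP hydrolysis; strong numbers were not always called active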
NS5 inhibitors pilot replicate: further read-out of NS5 inhibitors, marked with its call; inhibition, %; measured here: pilot screen replicate inhibition
* marks the source's active call; other numbers are inactive results; ? = inconclusive; · = not tested or not shown; & = joins results of further samples; [ ] = another dose, or the depositor's remark.

SMILES | SV40 large T antigen | NS5 inhibitors | GPR35 arrestin U2OS | RSV antiviral HEp-2 | PhoP inhibition | K1F lysis inhibition | GPR55 antagonists | HIV fusion peptide | MgcRacGAP inhibition | others
CCOC(=O)/C(C#N)=C/c1c[nH]c2ccccc12 | 4%&12% | 0% | 6%&10% | 1.3% | 2%&4% | 1.8% | -10%&4% | 0.5%&-2.3% | -1%
COc1ccc(NC(=O)c2ccc(NC(=O)COC(=O)CC(NC(=O)c3ccccc3Cl)c3ccccc3)cc2)cc1 (configuration not stated) | 0% | 4% | 5% | 2.3% | -1% | 1.7%[50 µM] | 3% | -2.0% | -2%
CC1=NN(C(N)=S)C(=O)C1N=Nc1cc(Cl)ccc1Cl (configuration not stated) | 4% | 5% | 2% | 13% | 5% | -0.1% | -3% | 5.1% | -6%
COc1cc(/C=N/NC(=O)Cn2cnc3c2c(=O)n(C)c(=O)n3C)cc(OC)c1OC | -1% | · | -19% | · | -17% | · | -2% | 0.0% | ·
CCOc1cc(NC(=S)NCCOC)c(OCC)cc1NC(=O)c1cccs1 | 9% | · | 4% | 0.5% | 0% | · | 0% | -2.2% | ·
Cc1cccc(NC(=O)CSc2nc(=O)n(CCN3CCOCC3)c3c2CCCC3)c1C | 30% | -4% | · | 1.2% | -3% | 0.5%[50 µM] | · | · | 7%
Cc1ccc2nc3c(cc(C(=O)NC4CCS(=O)(=O)C4)n3Cc3ccccc3)c(=O)n2c1 (configuration not stated) | 12% | -4% | -8% | -0.3% | -6% | 0.1% | 11% | 2.2% | 14%
CN(C)C(=O)c1ccc(NC(=O)COC(=O)c2cc3c(s2)CCCCC3)cc1 | · | -4% | · | 1.1% | · | 0.0%[50 µM] | · | · | 6%
Cc1cc(OCCn2cnc3ccccc3c2=O)ccc1[N+](=O)[O-] | 6% | -4% | -12% | 13% | -5% | 2.4% | 7% | -1.2% | 6%
C(#CCN1CCOCC1)COCCOC(c1ccccc1)c1ccccc1 | 5% | 2% | -4% | -1.6% | -3% | -0.3% | 7% | -1.2% | 0%
C/C=C/C=C\C(=O)Nc1cccc(C2=NOC3(C2)C[C@H](C(N)=O)N(C(=O)CC#N)C3)c1 (some centres not stated) | 28% | -11% | -1% | 2.4% | -8% | 0.2% | -12% | 0.4% | 9%
CC(C)(C)CC(C)(C)NCC(=O)Nc1c2c(nc3ccccc13)CCC2 | -2% | -10% | 30% | -1.1% | 1% | -0.3% | 5% | -0.3% | 89µM*
COc1nn(CC(=O)N2N=C(C)CC2(O)C(F)(F)F)cc1[N+](=O)[O-] (configuration not stated) | 8% | 4% | 5% | 0.2% | 2% | 0.7% | -1% | 0.3% | 3% | NS5 inhibitors pilot replicate=2.1
Nc1ccc(-c2c3ccc(=O)cc-3oc3cc(O)ccc23)c(C(=O)O)c1 | · | ? | · | 3.2% | · | 0.3% | · | · | 4%
O=C1CC(=O)CC(c2ccccc2)C1 | 3% | · | 8% | 0.9% | -7% | 1.4% | 21% | 1.2% | 2%
Cc1ccc(S(=O)(=O)N2CCN(C(=O)C3CC(=O)N(c4ccc5c(c4)OCCO5)C3)CC2)cc1 (configuration not stated) | · | 0% | · | 1.8% | · | 0.9%[50 µM] | · | · | 5%
CCN(CC)c1ccc2c(Cl)c(Br)c(=O)oc2c1 | 18% | -62% | <0.5µM* | -2.0% | -29% | 0.3% | ? | 2.2% | 7%
CC12CC3(C)CC(C)(C1)CC(C(=O)Nc1nn[nH]n1)(C2)C3 | 22% | -4% | -2% | 0.0% | -2% | 3.3% | -7% | -0.7% | 3%
CCOc1cc(/C=C2\N=C(C)OC2=O)cc(Cl)c1OCC(=O)OC | 9% | 5% | · | 2.1% | · | 0.8% | · | · | 3%
O=C(c1cccc(S(=O)(=O)N2CCCC2)c1)N1CCN(Cc2ccccc2)CC1 | · | 5% | · | 0.9% | · | 0.4%[50 µM] | · | · | 3%
COc1ccc(-c2[nH]ncc2CN(C)CCc2c(C)n[nH]c2C)c(F)c1 | 7% | -1% | 8% | -0.1% | -10% | -1.5% | 0% | 1.0% | 4%
Cc1nn(C)c(C)c1CN(C)C(=O)C1CCC(=O)N(C2CCCCCC2)C1 (configuration not stated) | 4% | -8% | 12% | 0.7% | -7% | 0.1% | 7% | 2.2% | 1%
COc1ccc(NC(=O)CCN2C(=O)c3ccccc3S2(=O)=O)cc1 | -6% | 3% | 6% | 1.2% | 16% | 2.4% | 4% | 1.2% | 8%
CCOc1cccc2cc(C(=O)Nc3cc(C)on3)c(=O)oc12 | 8% | -8% | 3% | 1.3% | -9% | -0.2% | 6% | -2.5% | 8%
COc1ccc(S(=O)(=O)N2CCOC2CNC(=O)C(=O)NCc2ccccn2)cc1C (configuration not stated) | 3% | 1% | 12% | 0.9% | 0% | -0.1% | 9% | 1.1% | 5%

Later entries.
SMILES | SV40 large T antigen | NS5 inhibitors | GPR35 arrestin U2OS | RSV antiviral HEp-2 | PhoP inhibition | K1F lysis inhibition | GPR55 antagonists | HIV fusion peptide | MgcRacGAP inhibition | others
O=C(COC(=O)C1(c2ccc(F)cc2)CCCC1)N1CCOCC1 | 2% | -4% | 5% | 0.2% | -1% | 1.1% | -3% | -3.0% | 14%
CCCc1cc(=O)oc2cc3oc(C)c(C)c3cc12 | 2% | 5% | 1% | 2.6% | -4% | 0.0% | 26% | -0.1% | 7% | NS5 inhibitors pilot replicate=-2.4
CCOC(=O)C1=C(C)NC2=C(C(=O)CC(C)(C)C2)C1c1coc2ccccc2c1=O (configuration not stated) | 0% | -1% | -16% | -0.8% | 6% | 4.7% | 9% | 3.2% | 5%
COc1ccccc1OCc1nnc(SCC(=O)N2CCCCC2)n1-c1ccccc1 | 5% | 4% | -2% | 2.8% | 16% | 0.6% | -10% | 4.3% | 6%
CC(C)Oc1cccc(C(=O)NC(=S)Nc2cccc(C(F)(F)F)c2)c1 | 1% | -3% | 19% | ? | -7% | 0.2% | 15% | -1.8% | 9%
O=C(CCC1CCCN(C(=O)C2(c3ccccc3)CC2)C1)N1CCN(c2ccccn2)CC1 (configuration not stated) | 22% | -5% | 8% | -1.6% | -7% | -1.1% | 10% | -0.9% | 3%
CCOC(=O)CSc1nc2ccccc2c(=O)n1CCCCCC(=O)NCc1ccco1 | 15% | -1% | 0% | 0.0% | 0% | 0.0% | 1% | 4.0% | 8%
CCOC(=O)c1cc(-c2ccccc2)n(CC2CC(c3ccc(OC)cc3)=NO2)n1 (configuration not stated) | 7% | 1% | -5% | 3.6% | 11% | -0.6% | 8% | 1.1% | 3%
CCc1ccc(/C=C2\SC(=S)N(CCCC(=O)Nc3ccccn3)C2=O)cc1 | 12% | ? | 29% | 1.0% | -19% | 0.2% | 10% | 74% | 8%
Cc1nnc(SCC(=O)Nc2ccc(Cl)cn2)[nH]c1=O | 3% | -1% | 0% | 3.0% | -3% | 0.2% | -3% | 3.6% | 10%
COc1ccc(S(=O)(=O)NCCCN2CCCC2=O)cc1OC | 11% | -6% | -10% | 1.6% | -6% | 2.9%[50 µM] | 17% | 0.9% | 0%
COc1ccccc1CNC(=O)CCC(=O)n1ncc2cc(C)ccc21 | 15% | 1% | -2% | 0.9% | · | 2.0% | 3% | 3.6% | 16%
COc1cc(N)cc(NC(=O)c2ccncc2)c1 | 3% | -1% | -1% | 2.6% | 14% | 0.0% | 3% | -1.4% | 12%
O=C(Nc1cccc([N+](=O)[O-])c1)Nc1cnccn1 | 33% | -1% | -6% | 2.2% | -5% | 0.0% | 14% | -0.7% | 7%
CN(NS(=O)(=O)c1ccc(Cl)cc1)c1ncc(C(F)(F)F)cc1Cl | 5% | -1% | 17% | 15% | -6% | 0.3% | 10% | -1.7% | 3%
CC(C)(C)Sc1ccc(/C=N/O)cc1[N+](=O)[O-] | 11% | -11% | 8% | ? | -1% | -1.3% | -28% | -1.4% | 4%
O=c1ccn([C@@H]2O[C@H](CO)[C@@H](O)[C@H]2O)c(=O)[nH]1 | 9% | -16% | -4% | -0.6% | 0% | 2.4% | -3% | 2.9% | 2%
CCN(CC(=O)Nc1c(F)cccc1F)C(=O)c1cccc(S(=O)(=O)NCc2ccccc2)c1 | 20% | -5% | · | 0.8% | -5% | -0.3%[50 µM] | · | · | -1%
Cc1cc(C(=O)N2CCCC(C(=O)c3ccc4ccccc4c3)C2)n(C)n1 (configuration not stated) | 22% | 1% | 6% | 2.4% | 0% | -0.1% | 9% | -0.7% | 4%
COc1ccc(S(=O)(=O)N2CCC(NC(=O)c3cccc(F)c3)CC2)cc1 | 3% | -3% | -19% | 2.6% | 4% | -0.1% | -7% | 0.5% | 10% | NS5 inhibitors pilot replicate=-3.0
CCOC(=O)c1cnc(SCC(=O)c2ccc(C)cc2)nc1N | 14% | -4% | -11% | 0.6% | 3% | 1.0% | 2% | 0.0% | 7%
